PGC1a acetyl inh = inhibitors of PGC1a acetylation signal, primary screen, cell-based, U2OS, AlphaScreen, inhibitor mode; AlphaScreen anti-acetyl-lysine; with virally co-expressed GCN5 acetyltransferase; inhibition, % at 15.6 µM; hit rate 0.17% among 350,000; AID 651687, 2012;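 active means every replicate shows inhibition of at least 40%; inconclusive means mean inhibition at least 40% but some replicate below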;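 further: 0% = neutral control wells and 100% = positive control wells; some results beyond the cut were filed as inactive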
LGR2 antag = inhibitors of bursicon-induced LGR2 CRE-luciferase signal, primary screen, cell-based, HEK293, CRE-luciferase reporter, bursicon stimulation. Drosophila bursicon receptor LGR2 (rickets). bursicon-stimulated, 4 h. hit rate 0.35% among 380,000. inhibition, % at 9.99 µM;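 active means drop in luminescence signal, shown as inhibition above about 50% in the replicate tests, limit read from the data, passing the limit was not always enough; inconclusive means probably only some replicates passing the limit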;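 further: agonist challenge used bursicon conditioned medium at about half maximal strength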
PAX8 inh HTS = inhibitors of PAX8-driven TPO luciferase reporter, primary screen, RMG-I cells, single concentration; hit rate 1.2% among 360,000; AID 652154, 2013; SteadyGlo, 24 h; inhibition, % at 12.6 µM;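 active means mean replicate inhibition at least 60% with every replicate also reaching 60%; inconclusive means only one of the two criteria is met; inactive means mean below 60% and not all replicates reaching 60%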;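 further: luciferase light reporting Pax8 driven TPO promoter activity; plate controls were median of neutral control wells for no effect and mitoxantrone controls for full effect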
FN deposit inh = inhibitors of fibronectin matrix deposition, primary screen, AH1F cells, Alexa488-fibronectin fluorescence, plate reader. AH1F fibroblasts, overnight. inhibition, % at 12.6 µM. hit rate 0.086% among 350,000. AID 743247, 2014;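 active means mean inhibition across replicates of 30% or more, regardless of how many single replicates reach that level; inconclusive means mean under 30% yet at least half of replicates reach 30%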;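 further: positive control wells lacked labelled fibronectin entirely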
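Schedule: 1 h cell adhesion before compound, then overnight fibronectin incubation; test system: AH1F fibroblast monolayer depositing Alexa488-labelled fibronectin into matrix; quantity: 10000 AH1F cells per well; probe or stimulus: fluorescent fibronectin at 24 nM final; signal: fluorescence, ex 485 nm, em 525 nm; evaluation: percent inhibition as loss of matrix-bound fibronectin fluorescence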
CASP6 VEID inh = human caspase-6 inhibitors, primary screen, biochemical, VEID-R110 fluorescence, single point, set 2; P55212; purified caspase-6, Z-VEID-R110 cleavage fluorescence; inhibition, % at 12.5 µM; hit rate 0.53% among 350,000; AID 686996, 2013;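 active means mean inhibition across replicates at least about 35%, with every replicate also reaching that limit, limit read from the data; inconclusive means only one of the two criteria met; inactive means neither criterion met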;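 further: 0% = median of neutral control wells and 100% = no fluorescence left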
Target sequence (P55212 24-179 limits assumed): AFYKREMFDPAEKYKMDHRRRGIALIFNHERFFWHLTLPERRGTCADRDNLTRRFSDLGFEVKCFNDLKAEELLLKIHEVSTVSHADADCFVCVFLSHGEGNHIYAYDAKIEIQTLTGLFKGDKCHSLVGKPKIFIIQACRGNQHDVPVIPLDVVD
Target sequence (P55212 194-293 limits assumed): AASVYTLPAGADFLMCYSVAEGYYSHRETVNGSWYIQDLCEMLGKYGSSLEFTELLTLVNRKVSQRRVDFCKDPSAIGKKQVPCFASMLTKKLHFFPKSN
EWS-Fli block = EWS/Fli-driven NR0B1 reporter inhibitors, primary screen, A673 cells, NR0B1 luciferase, luminescence, MLPCN library. viability-normalised. hit rate 0.67% among 350,000. inhibition, % at 12.6 µM;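 active means mean inhibition of at least 50% after viability correction, with every replicate also passing that limit; inconclusive means mean reaches 50% but only one of two replicates passes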;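 further: firefly luciferase signal divided by Alamar Blue viability fluorescence both relative to DMSO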
miR122 inh = miR-122 Renilla sensor signal increase in Huh7, primary screen, miR-122 inhibitor project, cell-based, single point, plate reader. hit rate 0.3% among 340,000. Huh7 miR-122 Renilla luciferase sensor, 48 h; neutral wells = 0, positive control = 100. activation (reporter increase), % at 12.5 µM;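 active means mean replicate activation score at least 90 and every replicate individually at or above 90; inconclusive means only one of the two criteria met; inactive means neither criterion met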;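 further: higher luciferase means less miR-122 activity so hits act as miR-122 inhibitors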
Cneo AK release = Cryptococcus neoformans cell lysis inducers, primary screen, AK release luminescence, single concentration; C. neoformans lysis, adenylate kinase release luminescence, 4 h; normalised: neutral wells 0, clomiphene wells 100; hit rate 0.2% among 360,000; AID 651654, 2012; lysis activity, % at 15 µM;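 active means mean lysis activity across replicates of at least 80%, whatever share of replicates individually reach that level; inactive means mean lysis activity below 80%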
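Test system: log-phase Cryptococcus neoformans yeast cells. Input: 5 × 10^6 yeast cells/mL. Medium: fresh YPD growth medium. Doses: single dose. Incubation: static 4 h at 37 °C with compound, 1 h detection. Measured by: luminescent adenylate kinase detection reagent. Read-out: signal increase indicating cell lysis. Benchmarks: Clomiphene.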
* marks the source's active call; other numbers are inactive results; ? = inconclusive; · = not tested or not shown; & = joins results of further samples; [ ] = another dose, or the depositor's remark. An unsorted share of the library, and some 2.5% of all compounds hit somewhere here.

smiles,PGC1a acetyl inh,LGR2 antag,PAX8 inh HTS,FN deposit inh,CASP6 VEID inh,EWS-Fli block,miR122 inh,Cneo AK release
O=C(Nc1ccc(F)cc1)c1cc(-c2ccncc2)nc2c(Cl)cccc12,-3,12,4,7,3,·,3,0
C[C@H](CO)N1C[C@H](C)[C@@H](CN(C)S(=O)(=O)c2ccccc2)Oc2ccc(NC(=O)C3CC3)cc2CC1=O,-9,7,-5,·,-2,3,-4[16.7 µM],-1
NS(=O)(=O)c1cccc2cccnc12,5,7,-5,11,-1,1,-3,0
COC(=O)C[C@@H]1CC[C@@H]2[C@H](COc3ccc(NC(=O)c4ccccc4F)cc3C(=O)N2C)O1,·,13,6,-19,0,16,·,-9
COc1cccc2cc(C(=O)Nc3ccccc3Cl)/c(=N/NS(=O)(=O)c3ccccc3)oc12,·,8,6,4,0,·,-7,-2
O=C(C[C@H]1CC[C@H](NC(=O)Nc2ccccc2F)[C@H](CO)O1)NCc1ccc(-c2ccccc2)cc1,·,-1,7,·,1,4,·,·
COc1ccc(C(=O)OCC(=O)NCC2CCCO2)cc1[N+](=O)[O-] (configuration not stated),·,-2,5,·,4,0,·,·
Cc1cccc(Nc2ncccc2C(=O)NCc2cccs2)c1C,-7,·,9,6,·,·,2,0
N#C[C@H]1[C@H](c2ccc(C3=CCCCC3)cc2)[C@@H](CO)N1C(=O)NC1CCCCC1,-11,-5,0,-3,1,-1,·,5
COc1cc(C)ccc1OCc1cc(C(=O)NC2CCOCC2)no1,·,-6,-122,4,1,-75,-14,0
O=C(CN1CCOCC1)N[C@@H]1CC[C@@H](CCNS(=O)(=O)c2ccccc2F)O[C@@H]1CO,4,12,3,-11,3,1,1[16.7 µM],-8
C[C@@H]1CN([C@@H](C)CO)C(=O)Cc2cc(NC(=O)NC3CCCCC3)ccc2O[C@@H]1CN(C)S(=O)(=O)c1ccccc1,-2,10,5,14,0,6,-8[16.7 µM],-1

Part of the list above, reformatted.
COC(=O)C[C@@H]1CC[C@@H]2[C@H](COc3ccc(NC(=O)c4ccccc4F)cc3C(=O)N2C)O1
  PGC1a acetyl inh: ·	LGR2 antag: 13	PAX8 inh HTS: 6	FN deposit inh: -19	CASP6 VEID inh: 0	EWS-Fli block: 16	miR122 inh: ·	Cneo AK release: -9

COc1cccc2cc(C(=O)Nc3ccccc3Cl)/c(=N/NS(=O)(=O)c3ccccc3)oc12
  PGC1a acetyl inh: ·	LGR2 antag: 8	PAX8 inh HTS: 6	FN deposit inh: 4	CASP6 VEID inh: 0	EWS-Fli block: ·	miR122 inh: -7	Cneo AK release: -2

O=C(C[C@H]1CC[C@H](NC(=O)Nc2ccccc2F)[C@H](CO)O1)NCc1ccc(-c2ccccc2)cc1
  PGC1a acetyl inh: ·	LGR2 antag: -1	PAX8 inh HTS: 7	FN deposit inh: ·	CASP6 VEID inh: 1	EWS-Fli block: 4	miR122 inh: ·	Cneo AK release: ·

COc1ccc(C(=O)OCC(=O)NCC2CCCO2)cc1[N+](=O)[O-] (configuration not stated)
  PGC1a acetyl inh: ·	LGR2 antag: -2	PAX8 inh HTS: 5	FN deposit inh: ·	CASP6 VEID inh: 4	EWS-Fli block: 0	miR122 inh: ·	Cneo AK release: ·

Back to the main list with the 2 entries that preceded the break.
smiles,PGC1a acetyl inh,LGR2 antag,PAX8 inh HTS,FN deposit inh,CASP6 VEID inh,EWS-Fli block,miR122 inh,Cneo AK release
O=C(CN1CCOCC1)N[C@@H]1CC[C@@H](CCNS(=O)(=O)c2ccccc2F)O[C@@H]1CO,4,12,3,-11,3,1,1[16.7 µM],-8
C[C@@H]1CN([C@@H](C)CO)C(=O)Cc2cc(NC(=O)NC3CCCCC3)ccc2O[C@@H]1CN(C)S(=O)(=O)c1ccccc1,-2,10,5,14,0,6,-8[16.7 µM],-1
C[C@@H]1CN([C@H](C)CO)C(=O)CCCn2nncc2CO[C@@H]1CN(C)C(=O)Nc1ccnc(N2CCOCC2)c1,0&4,3&12,-2&-17&-1,-6&-11,-1&0,0&-11&2,-4,-2&-1
O=C(C[C@H]1CC[C@H]2[C@@H](COC[C@@H](O)CN2C(=O)Cc2ccccc2)O1)NC1Cc2ccccc2C1,4,23,-7,0,·,-7,-6[16.7 µM],-1
Cc1ccc(C(=O)Nc2ccccc2C(=O)N2CCN(c3ccccc3)CC2)cc1,·,-16,-3,8,2,·,1,0
O=S(=O)(c1cccs1)N1CN(Cc2ccco2)c2nc3ccccc3nc21,-9,6,-42,-1,-1,-41,33,3
COc1ccc(CCNC(=O)C2CCN(C(=O)N(C)C)CC2)cc1OC,-1,4,·,·,0,-3,-8,-3
Cc1cc(N2CCNC[C@@H]2C)ccc1N1CCN(Cc2ccccc2)[C@@H](C)C1,·,-4,9,-9,-16,23,·,·
COc1ccc(-c2cnc3nc(/N=C/N(C)C)nn3c2/N=C/N(C)C)cc1,3,-24,-10,4,2,7,-4,-2
C[C@H](O)C#Cc1ccc2c(c1)O[C@H](CN(C)CC1CCCCC1)[C@H](C)CN([C@H](C)CO)S2(=O)=O,-3,-11,-8,-2,7,-16,-1[16.7 µM],-2
COc1ccc(C2C(C#N)=C(N)OC3=C2C(=O)CC(C)(C)C3)cc1OC (configuration not stated),2,20,11,2,5,-1,·,·
COc1ccc(-c2cnc3c(c2)C(=O)N([C@@H](C)CO)C[C@H](C)[C@H](CN(C)S(C)(=O)=O)O3)cc1,12,11,·,7,-2,-10,12[16.7 µM],-8
Cc1ccc(S(=O)(=O)N2[C@@H](c3ccc(Cl)cc3)C(C(=O)O)=CC[C@H]2c2cccc(Cl)c2)cc1,-1,3,2,-18,11,5,3,9
COc1ccccc1CNC(=O)Cn1cc([N+](=O)[O-])ccc1=O,·,-10,4,-6,0,-9,·,1
C[C@@H]1CN([C@@H](C)CO)C(=O)c2cc(NC(=O)c3ccncc3)ccc2O[C@@H](C)CCCCO[C@H]1CN(C)C(=O)Nc1ccc2c(c1)OCO2,4,-4,·,-8,-1,-7,5[16.7 µM],1
C[C@H](CO)N1C[C@H](C)[C@@H](CN(C)C(=O)Nc2ccc3c(c2)OCO3)Oc2ccc(NC(=O)Nc3ccc(F)cc3)cc2C1=O,2,-10,·,·,-2,-80,-1[16.7 µM],·
CCS(=O)(=O)N1CC2(CN(C(=O)c3ccc(F)cc3)[C@H](CO)c3c2c2ccc(OC)cc2n3C)C1,-9,12,·,6,-2,-4,·,·
Cc1ccc(-c2nc3ncccn3c2N)cc1,·,12,-5,·,-4,-17,·,·
CC(C)(C)NC(=O)CN(C(=O)c1ccc(CN2CCOCC2)o1)c1ccc2c(c1)OCCO2,1,11,·,10,·,·,3,·
CN1CCN(CCCCOc2ccc(Br)cc2)CC1,·,-6,-3,4,-4,-5,·,1
Cc1cc(C)cc(Cn2cc(CN3CC(N4CCN(C)CC4)CS3(=O)=O)nn2)c1 (configuration not stated),·,-8,4,-6,-19,-4,·,·
O=C(CSc1ccccn1)Nc1ccc2[nH]c(=O)[nH]c2c1,3,10,18,-13,0,-3,-6,-1
OCCC1CN(Cc2ccccc2O)CCN1CCCc1ccccc1 (configuration not stated),·,4,1,-2,-2,24,12,-2
CC(c1ccccc1)N(CCC(c1ccccc1)C1CCOC(C)(C)C1)C(=O)c1ccco1 (configuration not stated),·,·,17,-8,4,-4,0,-4
CC(C)C(=O)NNS(=O)(=O)c1ccccc1,1,·,1,2,1,-3,·,·
Cn1cnc(CCNC(=O)C[C@@H]2CC[C@@H]3[C@H](COC[C@H](O)CN3C(=O)C3CC3)O2)c1,-5,13,-6,-12,13,0,1[16.7 µM],-2
CC(=O)c1cc(CN2CCC(n3nccc3NC(=O)c3ccccc3Cl)CC2)cs1,·,-6,·,0,-2,-1,-5,-2
O=C(C[C@@H]1C[C@@H]2c3cc(NC(=O)CC4CC4)ccc3O[C@@H]2[C@@H](CO)O1)NCc1cccnc1,-6,7,·,6,-5,-4,1[16.7 µM],16
Cc1cccc(NC(=O)CN2C(=O)N/C(=C/c3ccc(C)o3)C2=O)c1,7,0,0,-1,·,·,-3,-1
c1ccc(-c2ccc(Oc3cc(N4CCOCC4)nc(-c4ccccc4)n3)cc2)cc1,-3,-6,·,-1,·,·,-5,-3
O=C1CN(C(=O)CSc2ccccn2)c2ccccc2N1,-10,3,·,2,2,1,·,-4
CN(C)CC(=O)N[C@@H]1CC[C@@H](CC(=O)NCc2ccccc2F)O[C@@H]1CO,2,0,-15,·,0,-34,·,56
Cc1coc2c(C)c3oc(=O)cc(-c4ccccc4)c3cc12,3,·,-7,6,·,·,1,-4
CSc1ccc(/C=N/N2CCN(c3ccccc3)CC2)cc1,-15,-64,-3,2,2,-28,0,·
CCOc1ccccc1-c1cc(C(=O)N2CCOCC2)c2ccccc2n1,-4,12,3,0,1,·,-2,-1
COc1ccc(C(CC(=O)Nc2ccc(C)cc2)NC(=O)C(F)(F)F)cc1 (configuration not stated),·,-26,34,5,0,11,0,-1
COc1ccc(-c2nc3ccccc3c(=O)[nH]2)cc1,-7,0,-39,-2,-2,-44,2,-4
COc1ccc(NC(=O)C2C3CC/C=C\CCC32)cc1 (configuration not stated),2,·,-112,4,-3,-102,-1,0
CN(C)c1ccc(C(CNC(=O)c2ccc(-c3ccccc3)cc2)N2CCOCC2)cc1 (configuration not stated),8,-17,15,-1,0,-1,-4,-4
COc1ccc(S(=O)(=O)N(CC(=O)Nc2cc(C)on2)Cc2ccccc2)cc1,-22,·,3,-9,·,·,?,-3
O=S(=O)(c1ccccc1)N1CCN(CC2CC3C=CC2C3)CC1 (configuration not stated),·,7,6,-2,0,10,·,·

Assay outcomes from PubChem.
